# Screens: PubChem, several laboratories
# CHT PAM: allosteric activators of human choline transporter CHT. CHT-expressing cells, membrane potential dye, choline EC20; stronger effect = higher value; LV-AA mutant CHT in HEK293 cells. Q9GZV3. 310,000 compounds, 0.49% hits. AID 488977. B-score at 10 µM;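 active = initial fluorescence not abnormally high and integrated response B-score, plate-corrected, over 3 SD above library mean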
# Target sequence (Q9GZV3 whole entry, looked up): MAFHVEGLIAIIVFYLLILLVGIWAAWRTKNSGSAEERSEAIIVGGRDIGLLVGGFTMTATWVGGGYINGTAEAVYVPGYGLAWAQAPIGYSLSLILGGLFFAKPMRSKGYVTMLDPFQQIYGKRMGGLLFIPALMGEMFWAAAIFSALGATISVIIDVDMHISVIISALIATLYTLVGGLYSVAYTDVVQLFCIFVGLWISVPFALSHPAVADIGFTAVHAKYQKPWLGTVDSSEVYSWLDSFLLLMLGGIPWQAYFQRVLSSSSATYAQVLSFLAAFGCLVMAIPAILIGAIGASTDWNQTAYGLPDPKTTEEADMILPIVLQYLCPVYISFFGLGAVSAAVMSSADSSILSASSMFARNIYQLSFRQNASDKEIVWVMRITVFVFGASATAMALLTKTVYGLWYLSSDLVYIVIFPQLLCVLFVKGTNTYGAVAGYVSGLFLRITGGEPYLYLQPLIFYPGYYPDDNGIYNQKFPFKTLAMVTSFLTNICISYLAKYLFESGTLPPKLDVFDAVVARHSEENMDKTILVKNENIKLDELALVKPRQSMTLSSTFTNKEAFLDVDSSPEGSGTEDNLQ
# OX1R antagonist: blocks the human orexin 1 receptor; O43613; CHO/OX1R cells, Fluo-8 calcium fluorescence, orexin A; inhibition, % at 5 µM; 330,000 compounds, 0.43% hits;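 active = inhibition above its plate's threshold, mean inhibition of all tested compounds on the plate plus 3 SD, cut at about 37% in these data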;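 also: 0% = orexin A challenge wells and 100% = SB-334867-A antagonist wells; not every result past the cut was called active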
# Target sequence (O43613 whole entry, looked up): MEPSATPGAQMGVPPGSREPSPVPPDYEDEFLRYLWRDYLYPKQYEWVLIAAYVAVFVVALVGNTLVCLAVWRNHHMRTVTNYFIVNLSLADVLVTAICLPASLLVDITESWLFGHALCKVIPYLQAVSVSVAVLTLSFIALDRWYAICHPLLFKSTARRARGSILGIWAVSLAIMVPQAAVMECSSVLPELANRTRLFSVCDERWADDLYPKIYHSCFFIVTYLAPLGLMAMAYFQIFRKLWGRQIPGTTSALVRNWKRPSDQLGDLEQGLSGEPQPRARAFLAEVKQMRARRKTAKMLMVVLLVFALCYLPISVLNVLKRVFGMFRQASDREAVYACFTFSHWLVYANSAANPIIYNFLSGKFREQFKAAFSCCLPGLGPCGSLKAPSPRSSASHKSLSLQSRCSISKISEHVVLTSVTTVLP
# Active calls of the source: *; i = inactive; . = not tested or not shown; & = joins results of further samples.
no.	SMILES	CHT PAM	OX1R antagonist
1	O=C(NC(Cc1ccccc1)C(=O)O)/C(=C/c1ccc(Cl)cc1)NC(=O)c1ccccc1 (stereo unspecified)	i	-13
2	CCOc1cc(N2CCOCC2)c(OCC)cc1NC(=O)CN1C(=O)C2C3C=CC(C3)C2C1=O (stereo unspecified)	i	-20
3	CCCCC(=O)Nc1ncc(S(=O)(=O)c2ccc([N+](=O)[O-])cc2)s1	i	5
4	CN(C)/C=C/C(=O)c1cnc2sccn2c1=O	6.3*	-3
5	O=C(C1=C(O)C(=O)N(Cc2ccco2)C1c1ccccc1F)c1cccs1 (stereo unspecified)	i	0
6	Cc1cccc(C)c1OCc1cc(C(=O)N(Cc2nccn2C)C(C)C)no1	i	-6
7	CC1(C)CC2(CC(c3ccccc3F)c3ccc(O)c(O)c3O2)NC(=S)N1 (stereo unspecified)	i	-3
8	Cc1ccc(-c2ccc(=O)n(Cc3cccc(Br)c3)n2)cc1	i	-20
9	COC(=O)COc1ccc(S(=O)(=O)Nc2ccc(C(N)=O)cc2)cc1C	i	1
10	CCOc1ccc(-n2c(SCC(=O)NCc3ccco3)nnc2-c2c[nH]c3ccccc23)cc1	i	-25
11	O=C(NC(Cc1c[nH]c2ccccc12)C(=O)O)c1ccc(Br)cc1 (stereo unspecified)	i	-22
12	Cc1onc(-c2c(Cl)cccc2Cl)c1NC(=O)NNc1ccccn1	i	-2
13	O=C(CCn1c(=O)c2ccccc2n(Cc2ccccc2)c1=O)NCc1ccc2c(c1)OCO2	i	-32
14	CC(C)c1ccc(OCc2nc(-c3ccccn3)no2)c(Br)c1	i	-18
15	Cc1ccc(-c2cc(C(=O)NCc3ccco3)c3ccccc3n2)o1	i	-9
16	O=C(/C=C/c1cccc(Cl)c1)NCc1ccccc1	i	-22
17	CN(CC(=O)Nc1cc([N+](=O)[O-])ccc1Cl)Cc1ccc(Br)cc1	i	-32
18	COC(=O)c1ccccc1NC(=S)N1CCN(C2CCCCC2)CC1	i	-8
19	COc1ccc2oc(C(=O)OCC(=O)N(C)CC(=O)Nc3ccc(C)cc3)c(C)c2c1	i	-33
20	O=C(CCSc1ccccc1)Nc1nccs1	i	-20
21	Cc1ccccc1NS(=O)(=O)c1ccc(OCC(=O)NCc2cccnc2)cc1	i	-12
22	CCC(C(=O)NCc1ccco1)N(C(=O)CNS(=O)(=O)c1ccc(F)cc1)c1ccccc1F (stereo unspecified)	i	-34
23	C=CCN(C(=O)c1cccc(S(=O)(=O)N2CCN(C)CC2)c1)c1nc(-c2ccccc2)cs1	i	-16
24	O=C(CCCOC(=O)c1cccnc1Cl)c1ccc(Br)cc1	.	7
25	O=C(c1ccccc1NS(=O)(=O)c1ccccc1)N1CCCCCC1	i	-17
26	O=C(O)c1cccc(N2C(=S)N=C(Nc3ccccc3)C23CCCCC3)c1	i	4
27	Cc1csc(C(C#N)C(=O)c2ccc(S(=O)(=O)N3CCCC3)cc2)n1 (stereo unspecified)	i	-1
28	O=C(Nc1ccc(Cl)cc1)c1nc[nH]c1C(=O)N1CCN(c2ccccc2)CC1	.	-14
29	Cc1nn(C(CC(=O)O)C(=O)O)c(C)c1Br (stereo unspecified)	i	-4
30	O=S1(=O)N=C(Nc2nc3c(s2)CCCC3)c2ccccc21	i	-6
31	O=C1N[C@@H](Cc2ccccc2)COC(=O)[C@@H](Cc2ccc(F)cc2)CC/C=C/C[C@H]1CC(=O)N(CCO)Cc1ccccc1	.	20
32	COc1ccccc1C(=O)Nc1nnc(CCc2ccccc2)s1	i	-32
33	COc1ccc(NC(=O)C2C3C=CC(C3)C2C(=O)NCc2ccco2)cc1 (stereo unspecified)	i	-4
34	COc1ccc(C2/C=C\CN(C(=O)C3CC3)[C@H](Cc3ccccc3)C(=O)N2Cc2ccc(F)cc2)cc1 (stereo partly specified)	i	-23
35	O=C(CN1C2=NCCCN2c2ccccc21)c1ccc(Br)s1	i	-2
36	COc1ccc(/C=N/NS(=O)(=O)c2ccc(C)cc2)cc1OC(=O)c1ccc(C)cc1	i	-9
37	Cc1cc(C)n(CC(O)COCc2ccco2)n1 (stereo unspecified)	i	7
38	Cc1cccc(C(=O)OCC(=O)c2ccc(CC(=O)N3CCOCC3)s2)c1C	.	14
39	CCCC1CCC(c2ccc(C(=O)NN)cc2)CC1 (stereo unspecified)	i	-6
40	COc1nc(SC)nc(Cl)c1Cc1ccc(OC(C)C)cc1	i	-9

# Sorted by count of non-hydrogen atoms (largest number first): part of the list above
no.	SMILES	CHT PAM	OX1R antagonist
26	O=C(O)c1cccc(N2C(=S)N=C(Nc3ccccc3)C23CCCCC3)c1	i	4
25	O=C(c1ccccc1NS(=O)(=O)c1ccccc1)N1CCCCCC1	i	-17
37	Cc1cc(C)n(CC(O)COCc2ccco2)n1 (stereo unspecified)	i	7

# Other compounds:
no.	SMILES	CHT PAM	OX1R antagonist
41	CC[C@H]1C(O)C[C@H]2CCN3C(=O)CCC[C@H]1[C@H]23 (stereo partly specified)	.	0
42	CCCN1Cc2cccc(C(=O)Nc3ccc(-c4nc5ccccc5[nH]4)cc3)c2C1=O	i	-19
43	CC(C)(C)c1ccc(OCCC(=O)NCC(c2cccs2)N2CCOCC2)cc1 (stereo unspecified)	i	-19
44	COc1cc(C(C)=O)ccc1OCCCN1CCC(Cc2ccccc2)CC1	i	-20
45	CCN1C(=O)[C@H]2[C@@H](c3ccc(-c4ccc(F)cc4)cc3)N3CCCC[C@@]3(C(=O)OC)[C@H]2C1=O	i	-36
46	CCCCn1c(N)c(N(CCC(C)C)C(=O)C2CCCO2)c(=O)[nH]c1=O (stereo unspecified)	i	-4
47	CC(C)(C(=O)c1ccccc1)/[N+]([O-])=C/c1ccccc1F	i	0
48	COc1ccc2c(c1)c(C(=O)N1CCN(C)CC1)c(C)n2-c1ccccc1	i	-34
49	COC(=O)c1ccc(CNC(=O)c2ccc(S(=O)(=O)N(C)c3ccccc3OC)cc2)cc1	.	20
50	Cc1ccc(O)c(C(=O)c2cnn(-c3ccc(S(=O)(=O)N4CCOCC4)cc3[N+](=O)[O-])c2)c1	i	-14
51	Cc1cccc(CN2CCC(n3nccc3NC(=O)CCCc3ccccc3)CC2)n1	i	-12
52	Cc1nn(C)cc1NC(=O)c1ccc(Br)o1	i	0
53	CC(=O)c1ccc(NC(=O)C(C)O/N=C(\N)c2ccccc2)cc1 (stereo unspecified)	.	-5
54	CCC(C)NC(=O)CN1C(=O)CSc2ccc(S(=O)(=O)N3CCCC3)cc21 (stereo unspecified)	i	-8
55	CC[C@@]1(C(=O)OC)N[C@H](CN(C)C(=O)COC)[C@@H]2C(=O)N(C)C(=O)[C@@H]21	.	-7
56	Cc1ccc(OCC(=O)NC(=S)Nc2ccc(Br)cn2)cc1C	i	-7
57	COc1cc(/C=N/NC(=O)Cc2cccs2)c([N+](=O)[O-])cc1OC	i	-11
58	CCn1c(SCC(=O)NC2CCCCC2)nnc1-c1ccco1	i	-3
59	CCN(C(=O)CSc1n[nH]c(-c2ccccc2)n1)c1c(N)n(Cc2ccccc2)c(=O)[nH]c1=O	.	7
60	CSC1=N/C(=C\c2ccc(C)o2)C(=O)S1	i	-5

# Full records, quoted from the list.
# CSC1=N/C(=C\c2ccc(C)o2)C(=O)S1 is listed with CHT PAM: i; OX1R antagonist: -5
# CCN1C(=O)[C@H]2[C@@H](c3ccc(-c4ccc(F)cc4)cc3)N3CCCC[C@@]3(C(=O)OC)[C@H]2C1=O is listed with CHT PAM: i; OX1R antagonist: -36
# CC(C)(C)c1ccc(OCCC(=O)NCC(c2cccs2)N2CCOCC2)cc1 (stereo unspecified) is listed with CHT PAM: i; OX1R antagonist: -19

# More results follow:
no.	SMILES	CHT PAM	OX1R antagonist
61	O=C(O)C1=CCCNC1	i	-3
62	O=C(CCc1ccccc1)Nc1nc2ccc(S(=O)(=O)N3CCOCC3)cc2s1	i	4
63	CCOC(=O)c1ccc(S(=O)(=O)N2CCN(CC(=O)NC(=O)NC(C)(C)C)CC2)cc1	i	-20
64	N#CCSc1nc2ccccc2c2nc3ccccc3n12	i	-20
65	CCOC(=O)c1ccc(N/C(=N\S(=O)(=O)c2ccccc2C)c2ccccc2)cc1	i	-32
66	O=C(Nc1ccc2nn(-c3ccccc3)nc2c1)c1cccnc1	i	11
67	Cc1nc(SCC(N)=O)c([N+](=O)[O-])[nH]1	i	-3
68	COc1ccc(C)cc1NC(=O)CCCN1C(=O)CCC1=O	i	0
69	NC(=O)COc1c(-c2ccc(Br)o2)oc2ccccc2c1=O	i	7
70	CC(NS(=O)(=O)c1ccc(Cl)cc1)C(c1cccs1)N1CCN(C)CC1 (stereo unspecified)	i	-12
71	COc1ccc(/C(C)=N\n2cnnc2)cc1	i	-13
72	O=C(O)CN1C(=O)C2C3CC(C2C1=O)C1C(c2ccc(Cl)cc2)c2sc(=O)[nH]c2SC31 (stereo unspecified)	i	-22
73	Cc1ccc(-c2nc3ccccc3[nH]2)cc1NC(=O)c1sc2ccccc2c1Cl	i	-14
74	CN(C)/C=C/C(=O)Oc1ccc(Cl)cc1Cl	i	-11
75	Cc1ccsc1/C=N/Nc1nc(=O)[nH]nc1C	i	0
76	COc1ccccc1CC(=O)Nc1ccc(S(=O)(=O)N2CCCCC2)cc1	i	-14
77	O=C(Nc1ncc(Cc2cccc(Cl)c2)s1)C1CCCO1 (stereo unspecified)	i	-2
78	O=C(NNS(=O)(=O)c1ccc(F)cc1)c1cc(Cl)ccc1O	i	.
79	COC(=O)[C@H](CCSC)NC(=O)Nc1ccc(C)cc1	i	-8
80	CCCCNS(=O)(=O)c1ccc2nc(-c3cccnc3)cc(C(=O)NCCCOCC)c2c1	i	-18
81	CCOCc1nnc(NC(=O)c2ccc(OC)cc2)s1	i	-18
82	CCN(CC)C(=O)[C@H]1CC(CC(=O)NCC23CC4CC(CC(C4)C2)C3)C(=O)N2CCc3c([nH]c4ccc(OC)cc34)[C@]12C (stereo partly specified)	.	-37
83	COc1ccc(C(=O)NNC(=O)c2ccc(S(=O)(=O)N3CCOCC3)cc2)cc1	i	-11
84	Oc1ccccc1C1CC(c2cccs2)=NC(c2cccc(Br)c2)N1 (stereo unspecified)	i	-2
85	COc1cccc(C(=O)Nc2ccc(F)c(F)c2F)c1	i	-23
86	COc1ccc(/C=C(\NC(=O)c2ccc(Cl)cc2)C(=O)NCC2CCCO2)cc1OC (stereo unspecified)	i	-27
87	Cc1sc(NC(=O)C2CC=CCC2C(=O)O)c(C(=O)OC(C)C)c1C (stereo unspecified)	i	-10
88	O=C1c2ccccc2NC(c2cnc3ccccc3n2)N1O (stereo unspecified)	i	-11
89	O=C(NC1CCCC1)c1cc(-c2ccc(Cl)c(Cl)c2)on1	i	-20
90	Cc1ccc(NC(=O)C2CCCN(C3=NS(=O)(=O)c4ccccc43)C2)c(O)c1 (stereo unspecified)	.	7
91	COc1ccc(S(=O)(=O)CCC(=O)NCc2ccc(C)o2)cc1	i	-19
92	COc1ccccc1S(=O)(=O)Cc1ccc(C(=O)NC(C)c2ccc3c(c2)OCCO3)o1 (stereo unspecified)	i	-10
93	Cc1cc(NC(=O)c2ccc(N3CCCC3)c([N+](=O)[O-])c2)no1	i	-17
94	Cc1c(OCC(=O)NC(Cc2ccc(Cl)cc2)C(=O)O)ccc2c3c(c(=O)oc12)CCC3 (stereo unspecified)	i	7
95	CC(C)(Sc1ccc(CCN(CCCCC2CCCCC2)C(=O)NC2CCCCC2)cc1)C(=O)O	i	-6
96	CCN(CC)CCNC(=O)Cn1ncc2ccccc2c1=O	i	-18
97	CCCNS(=O)(=O)c1ccc(CCC(=O)N2CCC(C)CC2)cc1	i	-18
98	Cn1c(SCc2cccc(F)c2)nnc1-c1cnccn1	i	-7
99	CCSc1ccccc1C(=O)Nc1cccnc1	i	-6
100	N#Cc1ccccc1CSc1nc(O)cc(=O)[nH]1	i	3
101	COc1ccc(-n2nc(C(=O)NCC(=O)Nc3cccc(Cl)c3)c3ccccc3c2=O)cc1	i	-31
102	CCC(NC(=O)c1ccccc1NC(=O)c1ccco1)C(=O)NNC(=O)c1ccc(OC)cc1 (stereo unspecified)	i	-39
103	O=C(COC(=O)c1cc(-c2ccccc2Cl)nc2ccccc12)Nc1ncc(C(F)(F)F)cc1Cl	i	0
104	Cc1ccc(S(=O)(=O)N2CCCCC2)cc1NS(=O)(=O)c1cccc(C(=O)O)c1	i	5
105	CN(c1cccc(NC(=O)c2ccccc2N(Cc2ccccc2)S(C)(=O)=O)c1)S(C)(=O)=O	i	-27
106	Cc1ccnc(N2CCC(C(=O)Nc3nnc(C)s3)CC2)n1	i	-7
107	O=C(NCc1ccccn1)C1CCN(S(=O)(=O)N2CCCC2)CC1	i	7
108	CCn1c(SCc2ccccc2)nc2ccccc2c1=O	i	-22
109	CN(CCOc1ccc(CC2SC(=O)NC2=O)cc1)c1ccccn1 (stereo unspecified)	i	-12&-11
110	COc1ccc(S(=O)(=O)N/N=C(/C)c2ccncc2)cc1	i	1
111	CC(=O)NC(=S)Nc1ccc(NC(=S)NC(=O)c2ccc([N+](=O)[O-])cc2)cc1	i	18
112	Cc1cc(NCc2ccco2)n2c(nc3ccccc32)c1C#N	i	-28
113	CC(=O)c1ccc(S(=O)(=O)N2CCN(C(C)C(=O)N(C)Cc3ccccc3)CC2)cc1 (stereo unspecified)	.	-26
114	CC(C)CC1NC(=O)N(CC(=O)Nc2ccc3c(c2)OCCO3)C1=O (stereo unspecified)	.	-6
115	CCOC(=O)c1c(C)oc2ccc(NS(=O)(=O)c3ccc4c5c(cccc35)C(=O)N4)cc12	i	-2
116	CCCn1nnc(NC(=S)NC(=O)/C=C/c2ccc(Cl)cc2)n1	i	-16
117	Cc1ccccc1OCCn1c(CCNC(=O)C(C)C)nc2ccccc21	i	-21
118	Cc1[nH]c2ccccc2c1C(=O)C(C)Sc1nnc(C2CC2)o1 (stereo unspecified)	.	-16
